Screening results (PubChem BioAssay)
MPTP block: mitochondrial permeability transition pore inhibitors, primary screen, biochemical, isolated mouse mitochondria, absorbance. AID 602449, 2012. Ca2+ swelling absorbance, 30 min. inhibition, % at 10 µM. actives 1.4% (n = 360,000);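 active means inhibition of 50% or more, scaled per plate between neutral and stimulator controls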;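 further: 0% = DMSO wells given calcium and 100% = 1 mM EGTA wells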
NR3A LBD binder: binders of NR3A ligand-binding domain, primary screen, biophysical, differential scanning fluorimetry, uHTS. actives 2.5% (n = 340,000). Tm shift relative to glycine control, % at 25 µM. AID 1259313, 2017. NR3A LBD differential scanning fluorimetry, Tm shift; 0% = protein alone, 100% = glycine-bound protein. Glutamate receptor ionotropic, NMDA 3A (GRIN3A) ligand-binding domain;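 active means melting temperature shift of at least 10% of the positive control shift, at one fixed dose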
SENP8 block: human SENP8 protease inhibitors, primary screen, biochemical, fluorescence, Nedd8 protein substrate, uHTS; Sentrin-specific protease 8 (Homo sapiens), Q96LD8; recombinant SENP8; inhibition, % at 20 µM; actives 0.64% (n = 360,000); AID 602440, 2012; in the data active means inhibition mostly above about 40%, no sharp cut-off; inactive means mostly below about 27%
ATG4B inhibitor: ATG4B protease inhibitors, primary screen, biochemical, fluorescence, uHTS. ATG4B cleavage of LC3-PLA2, NBD-HPC fluorescence, 1 h. actives 0.51% (n = 340,000). AID 504462, 2011. inhibition, % at 8.33 µM; in the data active means inhibition above about 40%
Target sequence (Q9Y4P1 whole entry, looked up): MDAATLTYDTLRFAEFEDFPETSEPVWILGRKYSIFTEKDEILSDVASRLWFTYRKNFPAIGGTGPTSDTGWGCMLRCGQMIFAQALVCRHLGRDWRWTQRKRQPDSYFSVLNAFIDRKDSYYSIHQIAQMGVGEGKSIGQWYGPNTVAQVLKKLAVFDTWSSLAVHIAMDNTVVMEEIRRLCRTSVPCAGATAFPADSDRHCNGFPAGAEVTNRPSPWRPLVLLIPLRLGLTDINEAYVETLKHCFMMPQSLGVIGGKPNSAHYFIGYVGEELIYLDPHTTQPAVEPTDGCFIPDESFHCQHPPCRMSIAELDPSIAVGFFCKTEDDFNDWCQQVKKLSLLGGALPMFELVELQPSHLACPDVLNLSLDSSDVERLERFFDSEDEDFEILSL
hIAP activ: human IAP activators, primary screen, biochemical, luminescence, uHTS. activation factor at 10 µM. actives 0.16% (n = 330,000). Intestinal-type alkaline phosphatase (Homo sapiens), P09923. purified human IAP, CDP-Star luminescence, 30 min; hits give high values; 1 = vehicle-only enzyme, 0 = enzyme-free background. AID 2524, 2010;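 active means activation factor of the enzyme at least 2-fold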; further: the source names both 10 and 20 µM as test concentration; values of inactives mirror those of a sister screen read the other way
PfG6PD inh: PfG6PD enzyme inhibitors, primary screen, biochemical, fluorescence intensity, uHTS | inhibition, % at 20 µM | PfGluPho enzyme, NADPH resazurin-diaphorase fluorescence | AID 504690, 2011 | actives 0.78% (n = 350,000);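 active means inhibition reaching at least a set limit at 20 µM in the primary screen, cut at about 59% in these data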;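 further: 0% = DMSO wells with substrate and 100% = DMSO wells lacking glucose-6-phosphate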
SENP6 inh: SENP6 protease inhibitors, primary screen, biochemical, luminescence, uHTS; actives 1.8% (n = 330,000); Sentrin-specific protease 6 (Homo sapiens), Q9GZR1; inhibition, % at 10 µM; AID 2599, 2010; Recombinant SENP6 catalytic domain, aminoluciferin luminescence;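 active means inhibition above about 50% at the single tested dose, limit read from the data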;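 further: plate controls were DMSO wells with enzyme for no effect and DMSO wells lacking enzyme for full effect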
Target sequence (Q9GZR1 628-1112 limits assumed): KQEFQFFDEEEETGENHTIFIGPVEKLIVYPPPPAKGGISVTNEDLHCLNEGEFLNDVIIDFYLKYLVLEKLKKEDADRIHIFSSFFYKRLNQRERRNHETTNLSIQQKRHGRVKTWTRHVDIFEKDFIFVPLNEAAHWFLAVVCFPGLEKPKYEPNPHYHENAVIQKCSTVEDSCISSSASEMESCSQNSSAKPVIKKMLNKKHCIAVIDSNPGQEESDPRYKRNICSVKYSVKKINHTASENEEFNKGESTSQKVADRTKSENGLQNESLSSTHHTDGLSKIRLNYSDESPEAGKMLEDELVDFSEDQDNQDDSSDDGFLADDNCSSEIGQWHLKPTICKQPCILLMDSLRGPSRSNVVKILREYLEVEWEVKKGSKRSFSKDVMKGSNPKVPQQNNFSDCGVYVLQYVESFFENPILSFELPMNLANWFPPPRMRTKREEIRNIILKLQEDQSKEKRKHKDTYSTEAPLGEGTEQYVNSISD
SENP1 inh: human SENP1 catalytic domain inhibitors, primary screen, biochemical, FRET, uHTS; Sentrin-specific protease 1 (Homo sapiens), Q9P0U3; actives 0.21% (n = 360,000); inhibition, % at 10 µM; recombinant SENP1 catalytic domain, CyPet-SUMO1-YPet FRET cleavage;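 active means inhibition at least 30% at 10 µM, raw YFP signal under a set limit, fluorescence ratio 0.5 to 1.5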;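 further: 0% = enzyme with DMSO and 100% = no enzyme wells; some results filed as inactive read as strong as hits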
Target sequence (Q9P0U3 419-644 limits assumed): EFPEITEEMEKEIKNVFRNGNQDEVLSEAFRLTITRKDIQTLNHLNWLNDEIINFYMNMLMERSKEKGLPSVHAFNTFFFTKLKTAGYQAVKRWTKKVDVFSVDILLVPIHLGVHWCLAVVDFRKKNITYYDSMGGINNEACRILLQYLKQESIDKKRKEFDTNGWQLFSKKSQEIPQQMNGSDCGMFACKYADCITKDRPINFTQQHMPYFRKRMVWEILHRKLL
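Material – human SENP1 catalytic domain · Input – SENP1 enzyme, 20 pM final · Compound dosing – single concentration of 10 µM compound, 0.5% DMSO final · Timing – enzyme reaction for 50 min at room temperature, dark · Measured by – FRET fluorescence in CFP and YFP emission channels · Control set – no-enzyme wells low, DMSO-plus-enzyme wells high control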
Starred values were filed as active, the others as inactive.

COc1ccc(C(C#N)N2CCCCCC2)cc1OC (configuration not stated) was read as MPTP block -1.8, NR3A LBD binder -0.2, SENP8 block 3.1, ATG4B inhibitor -3.4, hIAP activ 1.09, PfG6PD inh 0.1, SENP6 inh -12.4 and SENP1 inh 3.0.
`CN(C)CCCNC(=O)CC1C[C@H](C(=O)N2CCOCC2)[C@@]2(CCC3CCCC3)c3[nH]c4ccccc4c3CCN2C1=O` (some centres not stated) gave MPTP block -1.8, NR3A LBD binder -0.3, SENP8 block 11.2, ATG4B inhibitor -4.0, hIAP activ 1.13, PfG6PD inh -0.7, SENP6 inh -20.9 and SENP1 inh 1.5.
`CN(C(=O)CSc1ncnc2scc(-c3ccccc3)c12)C1CCS(=O)(=O)C1` (configuration not stated) gave MPTP block 0.4, NR3A LBD binder -0.8, SENP8 block 15.2, ATG4B inhibitor -5.8, hIAP activ 0.936, PfG6PD inh -4.2, SENP6 inh -25.6 and SENP1 inh 1.6.
CSc1ncnc2c1ncn2CCCN(C)CCc1ccccn1 was read as MPTP block -0.2, SENP8 block 1.8, PfG6PD inh 7.6 and SENP1 inh -1.6.
`Cc1ccc(-c2nsc(SCC(=O)NCC3CCCO3)n2)cc1` (configuration not stated) gave MPTP block -0.8, NR3A LBD binder -0.6, SENP8 block 24.3, ATG4B inhibitor -0.7, hIAP activ 1.12, PfG6PD inh -12.0, SENP6 inh -16.8 and SENP1 inh 1.0.
CCCCOC(=O)c1cccnc1 was read as MPTP block -2.7, NR3A LBD binder -1.8, SENP8 block 14.2, ATG4B inhibitor -8.3, hIAP activ 0.857, PfG6PD inh 3.2, SENP6 inh 10.5 and SENP1 inh 1.9.
For COc1ccnc(N2CCN(c3ccc(Cl)cc3)CC2)c1C#N the results were MPTP block -0.1, NR3A LBD binder -18.9, SENP8 block 10.0, ATG4B inhibitor 1.9, hIAP activ 0.852, PfG6PD inh -3.8, SENP6 inh -38.5 and SENP1 inh 0.9.
`Cc1ccc(-n2nc(CN3CCOCC3)c(-c3ccccc3)c2N)c(C)c1` gave MPTP block -4.1, NR3A LBD binder -1.1, SENP8 block 14.2, ATG4B inhibitor -0.7, hIAP activ 1.16, PfG6PD inh -14.1, SENP6 inh -10.6 and SENP1 inh 4.1.
CC(=O)N1CCc2cc(S(=O)(=O)NC(C)c3ccccc3)ccc21 (configuration not stated) was read as MPTP block -2.3, NR3A LBD binder -2.1, SENP8 block -1.3, ATG4B inhibitor 7.8, hIAP activ 0.956, PfG6PD inh 2.9, SENP6 inh 4.8 and SENP1 inh 2.6.
Screening C#Cc1ccc([C@H]2C=C(C(=O)N3CCN(Cc4ccccc4)CC3)O[C@@H](OCC)[C@@H]2CCCO)cc1 returned MPTP block 0.3, NR3A LBD binder 1.4, SENP8 block 1.0, ATG4B inhibitor -14.8, hIAP activ 0.802, PfG6PD inh -0.9, SENP6 inh 0.8 and SENP1 inh -0.7.
`COc1cccc(N=C2C(=O)N3CCCc4cccc2c43)c1` gave MPTP block 0.0, NR3A LBD binder -1.7, SENP8 block 17.8, ATG4B inhibitor 9.8, hIAP activ 0.928, PfG6PD inh -4.8, SENP6 inh 0.0 and SENP1 inh 0.1.
Screening CC(=O)Nc1ccc(NS(=O)(=O)c2ccc3c(c2)NC(=O)CC(=O)N3)cc1 returned MPTP block -1.8, NR3A LBD binder -1.2, SENP8 block 15.6, ATG4B inhibitor 6.7, hIAP activ 0.767, PfG6PD inh -15.0, SENP6 inh 2.4 and SENP1 inh 1.2.
Cc1cccc(N(Cc2cc3ccc(C)cc3[nH]c2=O)S(=O)(=O)c2ccccc2)c1 was read as MPTP block 0.8, NR3A LBD binder -3.4, SENP8 block -134.9, ATG4B inhibitor -1.0, hIAP activ 1.1, PfG6PD inh -14.2, SENP6 inh 15.6 and SENP1 inh -8.6.
`COc1ccc(Oc2c(Cl)cnn(-c3ccc(F)cc3)c2=O)cc1` gave MPTP block 0.2, NR3A LBD binder -0.8, SENP8 block 11.6, ATG4B inhibitor -2.4, hIAP activ 0.978, PfG6PD inh -0.3, SENP6 inh -2.4 and SENP1 inh 3.6.
For CC1=C(CC(=O)NCC(=O)NCC(=O)O)c2cc(F)ccc2/C1=C/c1ccc(S(C)=O)cc1 (configuration not stated) the results were MPTP block -0.6, NR3A LBD binder 1.4, SENP8 block 19.4, ATG4B inhibitor -6.9, hIAP activ 0.989, PfG6PD inh 1.0, SENP6 inh -7.7 and SENP1 inh -0.2.
For CCOC(=O)c1nn(-c2ccc(F)cc2)c(=O)cc1OCC(=O)Nc1ccc(F)c(F)c1 the results were MPTP block 0.0, NR3A LBD binder -0.1, SENP8 block -19.5, ATG4B inhibitor 5.6, hIAP activ 1.23, PfG6PD inh -17.3, SENP6 inh 2.4 and SENP1 inh 2.5.
O=C(NCc1ccccc1)C(=O)Nc1nc(C23CC4CC(CC(C4)C2)C3)cs1 was read as MPTP block 2.4, NR3A LBD binder -1.5, SENP8 block 16.2, ATG4B inhibitor 10.2, hIAP activ 0.96, PfG6PD inh -14.0, SENP6 inh 4.1 and SENP1 inh 2.9.
Screening CCOC(=O)c1[nH]c(C)c(C(=O)N2CCN(C(=O)OCC)CC2)c1CC returned MPTP block 0.8, NR3A LBD binder -0.5, SENP8 block 22.0, ATG4B inhibitor 0.4, hIAP activ 1.01, PfG6PD inh 1.8, SENP6 inh -8.7 and SENP1 inh 2.3.
For CC1CC(Nc2ccccc2)=CC(=O)O1 (configuration not stated) the results were MPTP block -7.2, NR3A LBD binder -0.6, SENP8 block 25.0, ATG4B inhibitor -11.9, hIAP activ 1.19, PfG6PD inh -14.9, SENP6 inh -16.4 and SENP1 inh -3.7.
Screening COc1cc(NC(=O)C(C)Oc2ccccc2)c(OC)cc1NC(=O)c1ccccc1 (configuration not stated) returned MPTP block 1.3, NR3A LBD binder 4.6, SENP8 block -3.4, ATG4B inhibitor 13.7, hIAP activ 1.1, PfG6PD inh 17.1, SENP6 inh -9.1 and SENP1 inh -9.2.
`Cc1cc2ccccc2c(=O)n1CC(=O)N(C)c1ccc(F)cc1` gave MPTP block -2.0, NR3A LBD binder -0.7, SENP8 block -101.3, ATG4B inhibitor -12.9, hIAP activ 0.901, PfG6PD inh -2.0, SENP6 inh -11.1 and SENP1 inh 2.8.
Screening CC(CNS(=O)(=O)c1ccc(Br)cc1)CN(C)C (configuration not stated) returned MPTP block -0.6, NR3A LBD binder 0.8, SENP8 block 11.3, ATG4B inhibitor 0.5, hIAP activ 0.935, PfG6PD inh -18.0, SENP6 inh -25.9 and SENP1 inh -0.1.
Screening CCN1C(=NCc2ccco2)N[C@@H](c2cccc(F)c2)C(C(=O)OC)=C1C returned MPTP block 2.6, NR3A LBD binder 0.9, SENP8 block -14.6, ATG4B inhibitor -0.4, hIAP activ 0.953, PfG6PD inh -10.8, SENP6 inh -11.0 and SENP1 inh -16.4.
Cc1cc(NC(=O)c2c([N+](=O)[O-])c(C)nn2C)no1 was read as MPTP block 0.6, NR3A LBD binder -2.7, SENP8 block 18.0, ATG4B inhibitor 6.4, hIAP activ 0.969, PfG6PD inh -0.5, SENP6 inh 10.3 and SENP1 inh 3.3.
For CCOc1ccc(N2C(=O)CC(Sc3nc4ccc(OCC)cc4s3)C2=O)cc1 (configuration not stated) the results were MPTP block -5.0, NR3A LBD binder -1.8, SENP8 block 24.2, ATG4B inhibitor 8.5, hIAP activ 0.919, PfG6PD inh -0.1, SENP6 inh -4.5 and SENP1 inh 9.4.
`COc1ccc(N(C(=O)COc2ccccc2OC)S(=O)(=O)c2ccc(C)cc2)cc1` gave MPTP block -1.1, NR3A LBD binder -4.2, SENP8 block 7.2, ATG4B inhibitor 5.5, hIAP activ 0.93, PfG6PD inh 17.9, SENP6 inh 22.0 and SENP1 inh 0.9.
`COc1ccccc1S(=O)(=O)Cc1ccc(C(=O)NC2CC2)o1` gave MPTP block -0.7, NR3A LBD binder 1.5, SENP8 block 14.3, ATG4B inhibitor 5.4, hIAP activ 1.07, PfG6PD inh 4.3, SENP6 inh -18.6 and SENP1 inh 0.7.
Screening c1ccc(-c2n[nH]c(-c3ccccn3)n2)cc1 returned MPTP block -0.2, NR3A LBD binder -0.9, SENP8 block 40.9*, ATG4B inhibitor 0.8, hIAP activ 0.988, PfG6PD inh -21.9, SENP6 inh 61.3* and SENP1 inh -0.4.
CCc1ccc(OCC(=O)OC(C)C(=O)Nc2ccc(Cl)cn2)cc1 (configuration not stated) was read as MPTP block -1.2, NR3A LBD binder 1.6, SENP8 block 19.1, ATG4B inhibitor 4.5, hIAP activ 0.905, PfG6PD inh -9.1, SENP6 inh -15.0 and SENP1 inh 6.4.
CO/N=C1\CCn2c1c(C)c1ccccc12 was read as MPTP block 1.7, NR3A LBD binder 1.3, SENP8 block -191.3, ATG4B inhibitor -3.1, hIAP activ 1, PfG6PD inh -14.2, SENP6 inh -1.3 and SENP1 inh 1.2.
COc1ccccc1C(=O)COC(=O)/C=C/c1ccccc1 was read as MPTP block -0.3, NR3A LBD binder 2.9, SENP8 block -0.6, ATG4B inhibitor 28.6, hIAP activ 0.854, PfG6PD inh 12.4, SENP6 inh 7.2 and SENP1 inh 2.4.
`Cc1ccc(N(C)C(=O)N2CCN(S(=O)(=O)c3ccc4ccccc4c3)CC2)cc1` gave MPTP block -0.8, NR3A LBD binder -0.8, SENP8 block 8.3, ATG4B inhibitor 19.7, hIAP activ 0.914, PfG6PD inh -0.3, SENP6 inh 4.3 and SENP1 inh 0.2.
Cc1ccsc1C1C2=C(CC(C)(C)CC2=O)Nc2ncnn21 (configuration not stated) was read as MPTP block -1.8, NR3A LBD binder 2.1, SENP8 block -14.2, ATG4B inhibitor -11.0, hIAP activ 1.06, PfG6PD inh 23.4, SENP6 inh 3.7 and SENP1 inh -1.0.
Screening CN1CCN(c2ccc(S(=O)(=O)N3CCCCC3)cc2NC(=O)Cc2c(F)cccc2Cl)CC1 returned MPTP block 0.0, NR3A LBD binder 0.2, SENP8 block 17.9, ATG4B inhibitor 0.6, hIAP activ 0.956, PfG6PD inh -0.1, SENP6 inh -18.1 and SENP1 inh -6.9.
`NC(=Nc1ccc(Cl)cc1)c1ccccc1` gave MPTP block -1.4, NR3A LBD binder -0.2, SENP8 block 18.2, ATG4B inhibitor -0.7, hIAP activ 1.08, PfG6PD inh -5.4, SENP6 inh -14.0 and SENP1 inh 3.1.
Screening COc1ccc(NC2c3ccccc3C(=O)N2Cc2ccco2)cc1OC (configuration not stated) returned MPTP block -0.1, NR3A LBD binder -2.3, SENP8 block 12.9, ATG4B inhibitor -21.9, hIAP activ 0.921, PfG6PD inh 15.2, SENP6 inh -12.0 and SENP1 inh 2.6.
Screening Cc1cccc(N2CN(Cc3cccnc3)CNC2=S)c1 returned MPTP block -1.9, NR3A LBD binder -0.1, SENP8 block 8.1, ATG4B inhibitor -1.7, hIAP activ 1, PfG6PD inh -14.0, SENP6 inh -20.5 and SENP1 inh 1.7.

Looked up by structure from the entries so far:
Screening CC(=O)Nc1ccc(NS(=O)(=O)c2ccc3c(c2)NC(=O)CC(=O)N3)cc1 returned MPTP block -1.8, NR3A LBD binder -1.2, SENP8 block 15.6, ATG4B inhibitor 6.7, hIAP activ 0.767, PfG6PD inh -15.0, SENP6 inh 2.4 and SENP1 inh 1.2.
`COc1ccc(Oc2c(Cl)cnn(-c3ccc(F)cc3)c2=O)cc1` gave MPTP block 0.2, NR3A LBD binder -0.8, SENP8 block 11.6, ATG4B inhibitor -2.4, hIAP activ 0.978, PfG6PD inh -0.3, SENP6 inh -2.4 and SENP1 inh 3.6.
